Peg3 prom inh: inhibitors of Peg3 promoter; actives 1.7% (n = 360,000); inhibition, % at 20 µM; AID 588405; HeLa PEG-Prom luciferase reporter, luminescence, overnight;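 active = inhibition of at least 50% at 20 µM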
CF NFkB inh: inhibitors of cystic fibrosis induced NF-kB; KKLEB NF-kB-GFP reporter, PAF-induced, GFP fluorescence overnight; inhibition, % at 5 µM; actives 0.86% (n = 360,000); AID 588850;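 active = at least 50% inhibition at 5 µM, scaled per plate between neutral and stimulator controls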;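 note: PAF is a Pseudomonas aeruginosa culture filtrate used as stimulus; plate controls were PAF-stimulated DMSO wells for no effect and unstimulated DMSO wells for full effect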
HIF-2a block: blocks HIF-2a reporter activity; inhibition, % at 18.8 µM; actives 0.72% (n = 360,000); 786-0 RCC cells HIF-2a reporter, luciferase luminescence, overnight; AID 624352;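 active = inhibition of the luminescence signal of 40% or more relative to plate controls, in a single-dose primary screen at 18.75 µM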
TWEAK-Fn14 inh: blocks TWEAK-Fn14 interaction in a reporter cell assay. TWEAK-stimulated Fn14 reporter cells, luciferase luminescence, 8 h. inhibition, % at 10 µM. AID 1159606. actives 2% (n = 360,000); in the data active = inhibition above about 50%
NR2E3 ag-1: human photoreceptor-specific nuclear receptor agonism | AID 602229 | actives 0.35% (n = 360,000) | inhibition of corepressor binding, % at 3.98 µM | CHO-S Gal4-NCOR/VP16-NR2E3 two-hybrid, luciferase;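 active = inhibition above the mean of all tested compounds plus 3 SD, cut at about 70% in these data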;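 note: 0% = DMSO with NR2E3 transfected cells and 100% = cells lacking NR2E3 construct; higher means lower luciferase signal from less NR2E3 corepressor binding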
Target sequence (Q9Y5X4 whole entry, looked up, the tested form may be a part): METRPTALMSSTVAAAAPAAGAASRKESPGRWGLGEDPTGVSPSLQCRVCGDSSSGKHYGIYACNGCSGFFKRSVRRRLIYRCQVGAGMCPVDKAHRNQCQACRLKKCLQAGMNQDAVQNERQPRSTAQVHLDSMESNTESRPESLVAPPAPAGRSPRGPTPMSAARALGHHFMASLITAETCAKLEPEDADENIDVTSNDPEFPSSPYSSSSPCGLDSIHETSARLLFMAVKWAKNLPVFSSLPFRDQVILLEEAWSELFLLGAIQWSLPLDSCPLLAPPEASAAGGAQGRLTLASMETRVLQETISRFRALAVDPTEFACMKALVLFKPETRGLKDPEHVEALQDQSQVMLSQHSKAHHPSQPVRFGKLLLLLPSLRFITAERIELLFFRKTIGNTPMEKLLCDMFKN
Shn3 3UTR inh: Schnurri-3 reporter inhibition in Clone20 osteoblasts. Clone20 osteoblast Shn3 3'UTR firefly luciferase, 24 h. inhibition, % at 12.5 µM. actives 0.52% (n = 360,000). AID 588674;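 active = mean inhibition of at least 75% with every replicate also reaching 75%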;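 note: 0% = median of neutral control wells and 100% = pilot-screen positive control compound; some compounds past the cut are filed as inactive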
NR2E3 ag-2: NR2E3 (human) agonism. Q9Y5X4. GST-NR2E3/biotin-RetCOR TR-FRET, 1536-well. inhibition of corepressor binding, % at 4.78 µM. actives 0.12% (n = 320,000). AID 2300;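 active = percent inhibition above the cutoff of mean plus 3 SD of all tested compounds, set per screening campaign, cut at about 20% in these data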;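 note: 0% = DMSO wells and 100% = biotin wells as full block of FRET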
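System: GST-tagged NR2E3 plus biotinylated RetCOR corepressor; Amount: 1.35 nM GST-tagged NR2E3 final; Dosing: single nominal compound dose of 4.8 µM; Schedule: 5 h incubation at 4 °C; Technique: TR-FRET with europium anti-GST and streptavidin-D2, 340 nm excitation; Controls: biotin wells as high control, 0.6% DMSO wells as low control.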
KKLEB tox: CF airway cell cytotoxicity counter-screen. AID 602141. activity change (cytotoxicity), % at 5 µM. actives 0.36% (n = 360,000). KKLEB CF airway cells viability, ATPlite luminescence, overnight; active compounds read low; cells stimulated with P. aeruginosa culture filtrate;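 active = corrected activity change at or below -50% at 5 µM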
TROY NFkB inh: blocks TROY-dependent signaling in reporter cells. Q293 LMP1-TROYcd NF-kB luciferase reporter, 4 h. inhibition, % at 10 µM. actives 0.98% (n = 360,000). AID 1347056;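 active = compounds whose plate-normalised and pattern-corrected inhibition of the luciferase reporter signal at the single screening dose is 50% or more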
TRAIL sens C8: caspase-8 TRAIL sensitization. NB7+C8 cells + TRAIL, ATPlite viability luminescence. inhibition (viability loss, TRAIL sensitization), % at 10 µM. actives 1% (n = 360,000). AID 624354;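 active = compounds causing at least 50% loss of cell viability in the single-dose screen, relative to plate controls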
MITF TRPM1 inh: inhibitors of MITF-driven TRPM1 promoter in melanoma cells; SK-MEL-5 TRPM1 promoter luciferase, 24 h; inhibition, % at 12.5 µM; AID 488899; actives 0.83% (n = 330,000);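 active = mean inhibition across replicates of 60% or more, whatever share of single replicates reaches that level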; note: values of inactives mirror those of a sister screen read the other way
* marks the source's active call; other numbers are inactive results; nt = no result given. An excerpt; the hit share may differ from the screen's.

SMILES	Peg3 prom inh	CF NFkB inh	HIF-2a block	TWEAK-Fn14 inh	NR2E3 ag-1	Shn3 3UTR inh	NR2E3 ag-2	KKLEB tox	TROY NFkB inh	TRAIL sens C8	MITF TRPM1 inh
Cc1c(NC2=CC(=O)CCC2)c(=O)n(-c2ccccc2)n1C	5	-4	10	10	2	14	-2	9	5	-5	7
COc1ccccc1C(NC(=O)CC(C)C)c1c(O)ccc2ccccc12 (stereo not drawn)	7	-6	12	9	-12	17	1	1	-9	4	8
CCOc1ccccc1-n1c(SCC(=O)N(C(C)C)C(C)C)nnc1-c1cccnc1	0	-3	15	9	2	-2	1	5	-6	16	1
CC(=O)Nc1ccc2c(O)cc(S(=O)(=O)O)cc2c1	-16	-4	11	-7	-9	-19	nt	25	-4	-6	21
O=C(/C=C/c1cccc([N+](=O)[O-])c1)NCCc1ccc(F)cc1	-39	-17	-32	3	11	-7	1	6	-20	4	-7
Cc1ccc2c(CN3CCCCC3)cc(=O)oc2c1	-52	7	-81	14	-41	-18	-1	-6	-22	3	-34
O=C(NNC(=O)c1cc(Cl)ccc1O)c1ccc(NS(=O)(=O)c2cccs2)cc1	-3	-16	16	-15	-15	-1	-3	14	9	4	5
CNS(=O)(=O)c1ccc(CNC[C@H]2O[C@@H](n3cnc4c(=O)[nH]c(N)nc43)[C@H](O)[C@@H]2O)cc1	-3	-15	16	-1	0	15	nt	7	-10	-3	nt
CCOc1ccc(Oc2ccc(NS(=O)(=O)c3ccc(CCC(=O)O)cc3)cc2)cc1	-4	16	0	-4	23	12	nt	-8	7	-15	nt
CCN(C[C@H]1N[C@@](CC)(C(=O)OC)[C@H]2C(=O)N(Cc3ccccc3)C(=O)[C@@H]12)C(=O)c1ccc(C(C)(C)C)cc1	62*	85*	-20	29	-13	18	nt	-58*	16	25	-4
COc1ccc(C(=O)NCC(=O)OCc2cccc(Br)c2)cc1	7	6	-7	-8	-1	14	4	16	-12	3	1
COc1ccc(/C=C2\SC(=S)N(CCC(=O)Nc3cccc(O)c3)C2=O)cc1OC	-28	24	19	-32	-22	-15	-2	-13	-17	0	-3
CNC(=O)C1(C(F)(F)F)C/C(=C\CCO)CCCO1 (stereo not drawn)	5	-9	-7	4	-29	-7	4	4	-1	-1	1
CC(C)N1CCN(C(=O)c2ccc([N+](=O)[O-])cc2)CC1	-8	2	12	-6	-33	7	0	1	-7	-10	nt
CCCCc1ccc(Nc2ncnc3nc[nH]c23)cc1	-283	26	-223	-16	-83	-10	2	-14	-32	28	-96
CCCCC(c1nc2ccccc2[nH]1)n1c(-c2ccccc2)nc2ccccc21 (stereo not drawn)	-2	2	-10	6	9	-2	nt	0	14	-5	nt
CCNC(=O)Cc1ccc(S(=O)(=O)N2CCOCC2)s1	7	6	0	-5	1	-25	-3	2	2	-12	2
CCC(C)(C)n1nnnc1CN1CCSCC1	10	5	9	15	25	-16	3	-14	1	0	-1
O=C(Oc1ccc[nH]c1=O)c1ccccc1	13	5	-4	-16	-53	3	nt	-11	-16	-2	nt
Cc1cc(Nc2ccc(C)c(F)c2)n2ncnc2n1	2	5	0	5	-2	-6	-3	-5	-6	-3	1
COC(=O)[C@]1(C)N[C@H](c2ccc(-c3cccc(Cl)c3)cc2)[C@@H]2C(=O)N(C)C(=O)[C@@H]21	19	-1	-8	-27	2	-31	nt	0	11	3	-15
Cc1noc(C)c1C(=O)Nc1nc(-c2ccc([N+](=O)[O-])cc2)cs1	9	11	-24	17	12	28	-1	-11	31	14	-12
ONC(=Nc1ccccc1)c1ccc(Cl)cc1	3	16	-1	16	5	4	0	7	-19	-14	-3
CC(C)N(Cc1ccccc1)S(=O)(=O)N(C)C	12	-8	8	8	0	16	2	6	0	-18	-17
COc1ccccc1Cc1c(-c2cccc(Cl)c2)nc2ccc(Cl)cn12	-129	35	-179	6	5	-7	nt	-2	-35	-19	nt
O=C(CSc1nnc(Cc2ccccc2)n1-c1ccccc1)N1CCOCC1	5	3	14	-7	-6	-25	2	-3	2	-5	13
CCC(OC(=O)c1nsc(Cl)c1Cl)C(=O)NCCOC (stereo not drawn)	16	14	11	4	-9	6	-2	-5	4	3	3
O=C(CCCN1C(=O)S/C(=C/c2ccccc2)C1=S)Nc1ccc(C(=O)O)cc1	2	-2	4	13	-10	6	1	14	4	3	-10
CN(CCCNC(=O)Cn1cc2c(n1)CCCC2)C1CCCCC1	2	-1	1	10	-7	2	3	8	-7	-12	5
O=C(CSc1nnc(-c2ccncc2)n1-c1ccc(F)cc1)NC(=O)NCc1ccco1	15	16	19	34	5	4	-3	-4	14	11	3
CCOc1ccccc1NC(=O)CCC(=O)O	2	-6	-4	1	-18	7	-1	4	13	2	10
O=C(O)c1cc2c(cc1NC(=O)c1c(F)cccc1F)OCCCO2	10	4	7	20	-16	-23	-3	-10	-6	10	-4
Cc1c(CCO)c(=O)n(-c2ccccc2)n1S(=O)(=O)c1c(Cl)cc(Cl)cc1Cl	4	-3	4	-1	-4	-8	-4	-7	-7	-10	5
COc1ccc(C2CC(=O)c3cnn(-c4nc(C)cc(C)n4)c3C2)cc1 (stereo not drawn)	25	-3	13	6	-2	6	5	-10	6	-39	10
Cc1ccccc1-n1nnnc1SCC(=O)Nc1ccc(N2CCN(C)CC2)cc1	-5	-3	-16	-13	11	-33	-1	11	-13	17	-13
O=S(=O)(NC(CO)Cc1ccccc1)c1cc(Cl)ccc1F (stereo not drawn)	3	3	7	10	-19	-1	nt	-8	-8	-9	-2
Cc1ccc(C(=O)N/N=C(/CC(=O)c2cccs2)C(F)(F)F)cc1	-3	38	-73	0	-79	-18	-3	-1	53*	-3	4
C/C(=N\O)C(C)NC(=O)c1ccccc1 (stereo not drawn)	6	2	6	5	6	-13	3	4	-31	-2	12
CCOc1ccc(CCNC(=O)c2cccc(S(=O)(=O)N3CCCCC3)c2)cc1OCC	12	8	12	12	3	22	0	26	18	25	2
COc1ccc(CCNC(=O)CSc2cn(Cc3ccccc3)c3ccccc23)cc1OC	24	-4	6	6	-25	-8	3	-20	17	2	nt
CCOC(=O)C1=C(C)N(CCCC(=O)O)C(=O)NC1c1ccc(OC)cc1 (stereo not drawn)	0	3	-3	-5	12	-10	-1	1	-10	9	1
Cc1n[nH]c(C)c1-c1nc2ccccc2[nH]1	4	23	11	13	13	4	-3	-5	-3	-15	-2
Cc1ccc2c(C)nc(SC(C(=O)c3ccccc3)c3ccccc3)nc2c1 (stereo not drawn)	27	20	22	-5	-28	28	0	0	9	2	-11
CC(C)NC(=O)CN(C(=O)CCC(=O)Nc1nccs1)c1ccc2c(c1)OCO2	-16	3	-7	-16	14	-37	5	-9	-18	4	-6
O=c1[nH]c(SCCOc2ccccc2F)nc2ccccc12	-83	-21	-235	2	-77	-10	-1	-2	-43	2	-15

Rewritten with each value named: entries from further up
O=S(=O)(NC(CO)Cc1ccccc1)c1cc(Cl)ccc1F (stereo not drawn)
  Peg3 prom inh: 3	CF NFkB inh: 3	HIF-2a block: 7	TWEAK-Fn14 inh: 10	NR2E3 ag-1: -19	Shn3 3UTR inh: -1	NR2E3 ag-2: nt	KKLEB tox: -8	TROY NFkB inh: -8	TRAIL sens C8: -9	MITF TRPM1 inh: -2

CCOc1ccccc1NC(=O)CCC(=O)O
  Peg3 prom inh: 2	CF NFkB inh: -6	HIF-2a block: -4	TWEAK-Fn14 inh: 1	NR2E3 ag-1: -18	Shn3 3UTR inh: 7	NR2E3 ag-2: -1	KKLEB tox: 4	TROY NFkB inh: 13	TRAIL sens C8: 2	MITF TRPM1 inh: 10

The results go on:
SMILES	Peg3 prom inh	CF NFkB inh	HIF-2a block	TWEAK-Fn14 inh	NR2E3 ag-1	Shn3 3UTR inh	NR2E3 ag-2	KKLEB tox	TROY NFkB inh	TRAIL sens C8	MITF TRPM1 inh
CCOc1cccc2sc(N(CCN(C)C)C(=O)c3cc4ccccc4cc3OC)nc12	32	25	-6	-21	-11	16	1	-32	-41	27	7
CC(C)=CC1C(C(=O)Nc2ccc(Br)cn2)C1(C)C (stereo not drawn)	24	16	17	14	0	-2	1	-19	4	1	-19
Cc1cc(C)cc(NC(=O)c2ccc(CN3CCc4ccccc4C3)cc2)c1	1	12	-19	22	-14	-4	4	-13	17	0	-2
C=C(C)COc1ccc2c(C)c(CC(=O)OC)c(=O)oc2c1C	-290	-6	-175	-20	-38	17	3	-17	-54	24	-57
CC(NC(=O)COC(=O)C12CC3CC(CC(O)(C3)C1)C2)c1ccccc1 (stereo not drawn)	-4	-5	5	9	-28	-15	nt	1	1	-12	-1
COC(=O)NCCOc1cc(C)ccc1C	-4	4	0	-11	-16	2	0	-9	-5	-23	4
CCOc1ccc2[nH]c(C(=O)N/N=C/c3cccc(OC)c3OC)cc2c1	11	-3	-32	21	-32	-10	-3	-6	28	5	-13
O=C(O)CSc1nnc(COc2cccc3ccccc23)n1Cc1ccccc1	-3	-13	22	-17	-7	1	1	1	-1	-4	3
CCOc1cc(/C=N/NC(=O)c2cccnc2)cc(Br)c1OCC(N)=O	22	-12	11	9	-43	-5	4	3	-5	-6	8
Cc1ccc(C(=O)NNc2c3ccccc3nc3ccccc23)cc1	13	-11	-54	-42	-16	nt	-6	3	-30	-4	-11
Cc1cccc(C)c1Nc1n[nH]c(=S)s1	13	-2	0	3	-8	7	nt	11	2	5	nt
C=CCn1c(COc2ccc(OC)cc2)nc2ccccc21	-132	10	-215	-20	-59	-53	0	14	-33	3	-34
O=C(Oc1cc(=O)oc2ccccc12)c1ccco1	6	1	10	9	4	6	3	0	5	7	-3
O=C(O)c1ccc(/C=N/NC(=S)NC2CCCCC2)cc1	-97	6	-136	-4	-33	7	4	6	-9	-3	-15
COc1ccc(/C=C(/NC(=O)c2ccccc2)C(=O)Nc2cccc(C(=O)O)c2)cc1	-7	-20	-4	-4	-20	-9	0	1	-28	-5	5
Cc1nc(C)c(-c2csc(Nc3ccc(F)cc3)n2)s1	-186	-9	-236	31	-81	-47	0	-13	-18	19	-27
COc1ccc(C(=O)N2CCN(Cc3ccccc3C(F)(F)F)CC2)cc1	18	9	16	4	1	18	0	0	4	-8	-7
CCSc1ncc(Cl)c(C(=O)Nc2ccc(S(=O)(=O)Nc3onc(C)c3C)cc2)n1	9	5	8	5	-7	1	-1	10	-6	-8	1
COc1ccc2c(-c3ccc(OCCN4CCCCC4)cc3)c(-c3ccccc3OC)sc2c1	92*	31	-8	-21	22	-1	nt	-22	-2	32	20
COc1ccc(Cc2nnc(NC(=O)C3CCCO3)s2)cc1OC (stereo not drawn)	6	9	10	8	-6	-8	0	-1	-5	-7	1
Cc1cc(NC(=O)c2sc(Nc3ccc(F)c(Cl)c3)nc2N)no1	-16	-18	-22	-6	-40	3	-3	-13	22	-4	-31
CSc1ncc(Cl)c(C(=O)Nc2cccnc2)n1	-7	6	9	4	-5	16	0	7	-9	6	1
CS(=O)(=O)N1CCN(CC(=O)NC2CCCCC2)CC1	-1	4	19	7	1	4	-3	-11	5	1	5
Clc1ccc(-n2nnc(-c3cccnc3)n2)cc1Cl	-236	-52	-216	-14	-109	-122	1	1	-32	3	-72
